# High-throughput results: PubChem, The Scripps Research Institute Molecular Screening Center
# DDE Tn7 FP inh: inhibitors of Tn7 peptide binding to fibrin DD(E), primary screen, biochemical, fluorescence polarization, human fibrin, Tn7 probe. FP displacement of FITC-Tn7 peptide from fibrin DD(E); 0% = median of compound wells per plate. inhibition, % at 8.3 µM. actives 0.13% (n = 370,000);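 active means inhibition above the mean of compounds falling within the control limits plus 3 SD of them, cut at about 14% in these data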;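 further: 0% = plate median of compound wells and 100% = 10 µM Aha-Tn7 peptide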
#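 Assay system: Human clot-derived fibrin DD(E) complex | Buffer or medium: Tris/NaCl/CaCl2 buffer, pH 7.8 | Repeats: One replicate per compound | Benchmarks: Aha-Tn7 high control | Measure: % inhibition scaled between sample-field median and high-control FP | Schedule: 10 min plus 3 h, room temperature | Signal: Fluorescence polarization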
# ADAM17 inh: ADAM17 inhibitors, primary screen, biochemical, QFRET; Disintegrin and metalloproteinase domain-containing protein 17 (Homo sapiens), P78536; recombinant ADAM17, EDANS/DABCYL FRET peptide cleavage; inhibition, % at 6.95 µM; actives 0.83% (n = 370,000); AID 720648, 2013;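 active means inhibition above the mean of compounds lying between control limits plus 3 SD, set per campaign, cut at about 8.5% in these data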;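 further: 0% = DMSO-only wells as the low control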
# ASAP1 inh: inhibitors of human ASAP1 ArfGAP activity, primary screen, biochemical, fluorescence polarization | Arf-GAP with SH3 domain, ANK repeat and PH domain-containing protein 1 (Homo sapiens), … | ASAP1-stimulated ARF1 GTP hydrolysis, GDP FP detection | inhibition, % at 16.5 µM | actives 0.19% (n = 360,000) | AID 624377, 2012; in the data active means inhibition above about 25%;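 further: 0% = vehicle with enzyme and substrate and 100% = no enzyme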
# PLC-gamma1 inh: PLC-gamma1 enzyme inhibitors, primary screen, biochemical, fluorescence, purified enzyme; AID 720700, 2013; actives 0.84% (n = 370,000); inhibition, % at 12.2 µM; fluorogenic substrate; 1-phosphatidylinositol 4,5-bisphosphate phosphodiesterase gamma-1 (Homo sapiens), P19174; in the data active means inhibition above about 9.5%
# MBD2 inh: inhibitors of MBD2 binding to methylated DNA, primary screen, biochemical, TR-FRET, DNA-binding domain, human | inhibition, % at 4.4 µM | AID 686964, 2013 | actives 0.31% (n = 370,000) | MBD2 binding to methylated oligonucleotide; in the data active means inhibition above about 13%
# ARFGAP1 inhibitor: inhibitors of rat ARFGAP1 GAP activity, primary screen, biochemical, fluorescence polarization, GDP tracer; ADP-ribosylation factor GTPase-activating protein 1 (Rattus norvegicus), Q62848; Arfgap1-stimulated ARF1 GTP hydrolysis, GDP FP detection; inhibition, % at 16.5 µM; AID 651572, 2012; actives 0.26% (n = 360,000);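 active means inhibition above a per-plate limit, mean inhibition of low control wells plus 3 SD, cut at about 25% in these data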;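 further: 0% = DMSO wells with enzyme and 100% = wells lacking Arfgap1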
#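 Material: rat Arfgap1 GAP domain (His6, aa 1-136), purified enzyme. Also added: human ARF1(Δ1-17)-GTP substrate. Compound dosing: 16.5 µM single point, 1.26% DMSO. Timing: enzyme reaction 120 min at 25 °C after 20 min preincubation. Signal: GDP detection by fluorescence polarization. Read-out basis: percent inhibition of GAP-stimulated GDP formation, scaled between DMSO and no-Arfgap1 medians.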
# PLC-beta3 inh: human PLC-beta3 inhibitors, primary screen, biochemical, fluorescence | 1-phosphatidylinositol 4,5-bisphosphate phosphodiesterase beta-3 (Homo sapiens), Q01970 | inhibition, % at 12.2 µM | AID 720704, 2013 | Purified PLC-beta3, fluorogenic substrate | actives 0.18% (n = 370,000); in the data active means inhibition above about 11%;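 further: 0% = median of compound wells on plate and 100% = full blocker control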
# Target sequence (Q01970 whole entry, looked up): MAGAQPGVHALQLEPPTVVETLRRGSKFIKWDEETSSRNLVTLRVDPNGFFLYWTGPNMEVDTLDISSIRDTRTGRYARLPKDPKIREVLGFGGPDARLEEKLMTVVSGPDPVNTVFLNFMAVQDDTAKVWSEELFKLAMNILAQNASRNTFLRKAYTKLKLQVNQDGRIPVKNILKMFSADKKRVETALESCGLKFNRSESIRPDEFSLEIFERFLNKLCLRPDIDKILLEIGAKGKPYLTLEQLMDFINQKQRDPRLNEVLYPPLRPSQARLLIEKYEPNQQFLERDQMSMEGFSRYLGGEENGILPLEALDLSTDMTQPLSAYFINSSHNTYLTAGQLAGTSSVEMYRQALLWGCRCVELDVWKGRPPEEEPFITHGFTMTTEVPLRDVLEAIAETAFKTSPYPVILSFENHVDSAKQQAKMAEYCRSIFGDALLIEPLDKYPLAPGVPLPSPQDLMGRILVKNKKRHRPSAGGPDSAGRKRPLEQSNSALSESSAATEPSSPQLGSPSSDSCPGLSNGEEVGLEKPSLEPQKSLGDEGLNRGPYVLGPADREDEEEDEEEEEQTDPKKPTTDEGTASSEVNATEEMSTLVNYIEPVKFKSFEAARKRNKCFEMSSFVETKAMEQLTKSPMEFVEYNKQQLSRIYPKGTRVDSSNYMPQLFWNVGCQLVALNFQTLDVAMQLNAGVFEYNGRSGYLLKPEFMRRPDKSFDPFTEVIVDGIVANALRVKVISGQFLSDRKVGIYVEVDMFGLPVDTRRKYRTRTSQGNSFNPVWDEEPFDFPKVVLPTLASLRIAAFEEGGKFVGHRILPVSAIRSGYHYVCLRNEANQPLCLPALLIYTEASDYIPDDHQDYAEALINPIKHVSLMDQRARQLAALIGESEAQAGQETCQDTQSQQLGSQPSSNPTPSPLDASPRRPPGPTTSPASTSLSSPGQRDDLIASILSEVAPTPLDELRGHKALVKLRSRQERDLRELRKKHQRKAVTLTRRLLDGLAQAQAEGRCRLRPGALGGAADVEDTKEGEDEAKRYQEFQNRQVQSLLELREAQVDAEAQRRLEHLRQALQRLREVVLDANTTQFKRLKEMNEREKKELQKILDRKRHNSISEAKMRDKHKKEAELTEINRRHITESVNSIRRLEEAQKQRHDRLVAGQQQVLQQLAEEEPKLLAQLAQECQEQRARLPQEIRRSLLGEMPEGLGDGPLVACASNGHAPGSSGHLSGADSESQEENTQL
# UHRF1 MBD2 ctr: UHRF1 methylated DNA binding inhibitors, primary screen, counter-screen for MBD2 inhibitor project, biochemical, TR-FRET, human UHRF1, single concentration; UHRF1 binding to methylated oligo; inhibition, % at 4.4 µM; actives 0.75% (n = 370,000); AID 687016, 2013; in the data active means inhibition above about 21%;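 further: UHRF1 SRA domain binding a hemimethylated CpG hairpin DNA probe; 0% = median of test compound wells and 100% = reference inhibitor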
# KLK7 zymogen act: proKLK7 zymogen activators, primary screen, biochemical, fluorescence intensity; Kallikrein-7 (Homo sapiens), P49862; purified proKLK7, EDANS-DABCYL substrate fluorescence; 100% is mature enzyme control, 0% vehicle; activation, % at 7 µM; actives 0.9% (n = 370,000);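 active means activation above the mean of all tested compounds plus 3 SD, computed per campaign excluding outliers beyond control limits, cut at about 13% in these data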
# Tn6 DDE FP: inhibitors of Tn6 peptide binding to fibrin DD(E), primary screen, biochemical, fluorescence polarization, human fibrin, Tn6 probe. Fibrinogen beta chain (Homo sapiens), P02675. Fibrin DD(E) TRITC-Tn6 fluorescence polarization displacement. inhibition, % at 8.3 µM. actives 0.21% (n = 370,000). AID 720509, 2013;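 active means inhibition above a per-campaign cutoff: mean of compounds within control limits plus 3 SD, cut at about 15% in these data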;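 further: 0% = median of all compound wells on the plate and 100% = blocking peptide control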
# * marks the source's active call; other numbers are inactive results; i = inactive; nt = no result given.
SMILES,DDE Tn7 FP inh,ADAM17 inh,ASAP1 inh,PLC-gamma1 inh,MBD2 inh,ARFGAP1 inhibitor,PLC-beta3 inh,UHRF1 MBD2 ctr,KLK7 zymogen act,Tn6 DDE FP
COc1cccc(Cn2cnc(-c3ccccc3OC)c2-c2cccs2)c1,5,-2,16,-6,-2,7,-7,-1,0.6,7
COc1ccccc1CN(C)C(=O)c1ccc(S(=O)(=O)NCc2ccco2)cc1,4,-1,0,-2,1,3,-6,-1,0.1,5
CC(=O)N1CCc2cc(S(=O)(=O)CCC(=O)NCc3ccc4c(c3)OCO4)ccc21,0,0,5,1,3,17,0,-2,-1.0,10
O=C(Nc1nnc(-c2ccccc2)o1)c1cccc(S(=O)(=O)N2CCOCC2)c1,-8,2,-3,0,-4,-2,0,-1,-0.7,-2
CN(C(=O)CSc1nc(N)nn1-c1ccccc1)c1ccccc1,-4,2,2,2,1,16,5,6,0.1,3
Cc1nnc(NC(=O)CSc2nc3ccccc3[nH]2)s1,-3,-1,-18,2,-3,10,-2,2,0.2,1
CCn1c(CNC(=O)c2ccco2)nnc1SCCOc1ccccc1,-5,4,5,5,-2,-6,3,1,-0.3,-1
Cc1cc(NC(=O)CCC(=O)N(CC(=O)NC2CCCC2)c2ccc(C(C)C)cc2)no1,1,-2,-19,3,3,-10,-8,2,-0.4,1
C#Cc1cccc(OC[C@@H](O)CN2CCC(C(O)(c3ccccc3)c3ccccc3)CC2)c1,-10,2,nt,6,2,nt,1,-1,0.3,3
CCC1CCCCN1C(=O)C(=O)c1cn(CC(=O)N(CC)CC)c2ccccc12 (stereo unspecified),6,-3,11,3,2,10,-5,-1,1.0,-1
Nc1nc2c(s1)C(=O)CC(c1ccccc1)C2 (stereo unspecified),-1,-3,-15,0,0,2,1,3,0.4,10
O=C(/C=C/c1ccccc1)NC(NC(=S)Nc1ccc(Cl)cc1)C(Cl)(Cl)Cl (stereo unspecified),1,-1,12,1,2,2,2,-2,-0.6,0
Cc1ccc(C)c(S(=O)(=O)NCc2ccc(C(=O)NCc3ccccn3)cc2)c1,1,0,5,-2,0,4,-1,0,-0.1,3
Cc1ccc2oc(-c3cccc(NC(=O)c4ccc(Br)o4)c3)nc2c1,-6,-7,4,-7,3,-2,-8,-1,0.4,1
Cc1ccccc1C(=O)N1CCC(C(=O)Nc2nccs2)CC1,-6,-4,-1,-1,6,4,-7,0,0.4,-5
CC(C)C[C@H]1COc2cc(NCCO)ccc2S(=O)(=O)N1,-7,-3,8,0,0,6,4,1,-0.1,3
NC(CC(=O)NC(c1ccccc1)(c1ccccc1)c1ccccc1)C(=O)O (stereo unspecified),-7,1,5,3,-1,-5,0,1,0.4,-5
O=C1N(CCCCN2C(=O)C3(OCCO3)c3ccccc32)c2ccccc2C12OCCO2,5,-5,1,1,-6,8,-1,-1,0.0,4
Cc1ccc([C@H]2C(C(=O)O)=CC[C@@H](c3ccc(Cl)c(Cl)c3)N2S(=O)(=O)c2ccc(C)cc2)cc1,-8,7,-12,3,2,-16,-1,1,-0.2,-8
O=C(O)c1ccc2c(c1)C(=O)N(c1ccc([N+](=O)[O-])cn1)C2=O,-4,1,1,4,0,-7,-2,-3,0.2,3

# Two compounds drawn at random from those above:
SMILES,DDE Tn7 FP inh,ADAM17 inh,ASAP1 inh,PLC-gamma1 inh,MBD2 inh,ARFGAP1 inhibitor,PLC-beta3 inh,UHRF1 MBD2 ctr,KLK7 zymogen act,Tn6 DDE FP
Cc1nnc(NC(=O)CSc2nc3ccccc3[nH]2)s1,-3,-1,-18,2,-3,10,-2,2,0.2,1
Cc1cc(NC(=O)CCC(=O)N(CC(=O)NC2CCCC2)c2ccc(C(C)C)cc2)no1,1,-2,-19,3,3,-10,-8,2,-0.4,1

# The list goes on.
SMILES,DDE Tn7 FP inh,ADAM17 inh,ASAP1 inh,PLC-gamma1 inh,MBD2 inh,ARFGAP1 inhibitor,PLC-beta3 inh,UHRF1 MBD2 ctr,KLK7 zymogen act,Tn6 DDE FP
CC1(C(=O)Nc2cccc3cccnc23)CCN1C(=O)CCC1CCCC1 (stereo unspecified),-1,0,-5,-2,-2,8,0,-4,-0.4,4
O=C(Cn1c(=O)cnc2ccccc21)NCC(=O)Nc1ccc(F)c(F)c1,-6,-3,-2,-6,-6,11,-6,-1,-0.3,0
CCN(CC)CCN1C(=O)C(=O)/C(=C(/O)c2ccccc2)C1c1ccccc1F (stereo unspecified),-4,-3,0,-1,4,-5,3,0,-0.7,2
CC(=O)N(Cc1cc(=O)[nH]c2ccccc12)c1ccc(C)cc1,-6,-7,3,-1,1,-4,-1,0,0.0,-5
COc1ccccc1N/C(=N/S(=O)(=O)c1ccc(Cl)cc1)c1ccccc1,4,-1,-1,0,1,5,2,3,0.4,-1
Cc1c(C)c2c(OCC(=O)N3CCC(C(N)=O)CC3)cc3c(c2oc1=O)CCC(C)(C)O3,11,i,3,i,-4,6,i,1,32*,-5
COc1ccccc1C1Nc2cccc3cccc(c23)N1,-2,2,2,-12,-6,-2,-16,-8,-0.6,3
CC(OC(=O)C1CSC2(C)CCC(=O)N12)C(=O)Nc1ccc(F)cc1 (stereo unspecified),1,-3,0,-2,3,-8,-4,9,-0.1,1
Cn1cc([N+](=O)[O-])c(C(=O)Nc2nccs2)n1,-3,-1,-7,1,1,-3,2,2,0.4,-2
COc1ccccc1CNC(=O)COC(=O)/C=C/c1ccc2ccccc2n1,5,0,5,-2,0,-1,-6,-3,-0.3,-2
CC(C)=CC(=O)Nc1ccc(S(=O)(=O)Nc2onc(C)c2C)cc1,5,-3,-11,-1,-2,-7,-9,1,-0.1,7
CCOC(=O)c1ccc(NC(=S)Nc2ccc(C)cc2)cc1,-5,-3,4,-1,-2,-6,0,-2,0.6,-7
Cc1cccc(Cc2ccc(Cl)nn2)c1,1,-2,-8,1,-1,11,0,-1,-0.7,4
O=C(c1ccc(Cl)cc1Cl)N1CCC(C(=O)N2CCOCC2)CC1,5,-5,3,1,3,-2,-7,0,-0.7,1
CC(C)CNC(=O)COCc1cc(-c2ccc3c(c2)OCO3)on1,4,-2,4,-1,1,-5,-5,-3,-0.3,-1
CCn1c(SCc2ccc(Cl)cc2Cl)nc2nc3c(cc2c1=O)CCCC3,2,-4,-8,-2,1,-11,-1,0,0.1,8
CCCCCn1c(CNC(C)=O)nc2ccccc21,-2,0,-16,0,-2,-3,-4,2,0.4,6
COc1ccc(S(=O)(=O)N2CCCCCC2)cc1C(=O)N(C)CCOc1ccc(Cl)cc1,-3,2,6,4,2,-1,-3,6,0.5,-6
O=C(CN1CCOCC1)Nc1ccccc1C(=O)Nc1ccccc1,-3,0,-4,-2,4,4,-3,0,0.2,5
Cc1ccc(C(=O)N/C(=C/c2ccc(-c3cccc([N+](=O)[O-])c3)o2)C(=O)NC(C)C)cc1,2,0,0,7,1,-13,5,3,-0.5,7
Cc1ccc(S(=O)(=O)N2CCOCC2)cc1NC(=O)COC(=O)CCC(=O)c1ccc(F)cc1,-3,-1,10,-5,-3,7,-7,2,-0.7,0
O=C(NCc1ccco1)C1CCCN(S(=O)(=O)c2cccc3nsnc23)C1 (stereo unspecified),6,3,-2,0,1,10,4,0,-0.4,2
Cc1ccccc1NC(=O)COc1coc(CN2CCN(c3ccccc3)CC2)cc1=O,1,0,-6,1,-3,4,2,-4,0.5,-1
CCOC(=O)C(=O)/C(=C\N(C)C)c1onc(-c2ccccc2Cl)c1C(=O)OC,0,0,1,6,-4,4,-6,3,11,-1
C#CCOCCOCCOCCNc1nc(N2CCN(C(=O)Cn3cc(CCCCN)nn3)CC2)nc(N2CCN(C(=O)[C@H](CCCCN)n3cc(CCCC)nn3)CC2)n1,-9,2,13,2,-3,1,2,9,1.1,3
O=C(O)c1c2cc(Br)ccc2nc2[nH]c(=O)[nH]c(=O)c12,-9,-16,-18,-14,1,-5,-15,-2,-4.9,-1
Cc1ccc(CNC(=O)CCS(=O)(=O)c2ccc(C)cc2)cc1,-2,0,1,2,-2,2,-3,2,-0.4,4
Cc1n[nH]c(C)c1S(=O)(=O)N(CC(=O)Nc1ccc2c(c1)OCCO2)c1ccc(C(C)C)cc1,2,3,5,-1,-1,12,-3,0,0.1,-8
COc1ccc(/C=C/c2n[nH]c(=O)c(C#N)c2C)cc1,-9,-5,-3,-1,-1,4,-8,0,-1.0,0
O=C(NCCc1ccccc1)c1ccc2nccnc2c1,6,-3,4,-1,-5,-4,-2,0,0.1,2
Cc1cc(C)nc(N/C(=N\S(=O)(=O)Cc2ccccc2)Nc2cccc(Cl)c2C)n1,3,-5,3,0,0,14,1,2,-0.5,0
C[C@H]1CN([C@@H](C)CO)C(=O)CCCn2nncc2CO[C@@H]1CN(C)C(=O)Nc1ccc(N2CCN(C)CC2)cc1,6,-2,6,-5,-4,-4,-2,0,0.1,5
Cn1c(=O)c2c(nc(Br)n2Cc2nnc(N)s2)n(C)c1=O,1,-5,2,-2,1,-1,-10,-1,0.1,8
O=C(C1CCC1)N1CCc2cc(S(=O)(=O)Nc3ccc4c(c3)OCO4)ccc21,1,1,11,0,-5,1,-3,-1,0.2,2
O=C(COC(=O)c1ccc2c(c1)C(=O)N(c1cccc3ncccc13)C2=O)c1ccc(Cl)cc1,-2,-3,145*,0,0,4,-1,-1,-0.3,-2
O=C(COC(=O)C1CC(=O)N(Cc2ccco2)C1)c1ccc(OC(=O)c2ccco2)cc1 (stereo unspecified),3,-2,28*,0,-3,-2,3,-5,0.2,3
COc1ccc(-n2ccnc(SCC(=O)NCc3ccc(C)cc3)c2=O)cc1Cl,-1,-15,11,-22,-1,5,-44,-1,-27,-2
Cc1ccc(S(=O)(=O)N2C[C@H]3N(C(=O)OC(C)C)N(C(=O)OC(C)C)C[C@H](OC(=O)Nc4c(C)noc4C)[C@@]3(O)C2)cc1,4,-5,-7,2,1,-9,5,4,-0.1,2
C=CCn1c(SCC(=O)N2CCCC2)nc2c([nH]c3ccccc32)c1=O,1,2,7,0,-2,-5,-3,0,-0.1,8
O=C(CN(C(=O)CNS(=O)(=O)c1ccccc1)c1ccc2c(c1)OCCO2)NC1CCCCC1,1,-5,7,0,0,2,0,-3,0.6,-8

# Outcome played no part in choosing rows; 4.1% or so of the library scored in one or more.
